Compound activity: PubChem, several laboratories
Yfh1-off respiration = enhancers of respiration in Yfh1-depleted yeast, dose response, Friedreich's ataxia, plus single-dose screen (AID 1465); S. cerevisiae Yfh1-off respiration, WST-1 reduction, 72 h; higher fold induction means a stronger effect; fold induction at 50 µM; hits with a dose series show EC50 in µM; hit rate 0.074% among 220,000;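 active = fold induction of absorbance versus untreated yeast above a set limit, then at least 30% activation at any dose in follow-up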;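 note: activators that raise dye reduction in frataxin-depleted yeast; strong numbers were not always called active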
Hep lipid drop = hepatic lipid droplet formation modulation; AML12 mouse hepatocytes, oleate lipid droplets, BODIPY imaging; inhibition, % at 6.5 µM; hit rate 0.4% among 240,000;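 active = lipid droplet intensity inhibited by at least 50%, with more than 500 cells counted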
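System: AML12 hepatocytes (mouse). Probe or stimulus: oleic acid at 100 µM to induce lipid droplet formation. Times: overnight treatment with compound plus oleate. Detection: Image-based BODIPY and DAPI two-channel analysis. Evaluation: percent inhibition of filter-corrected integrated lipid droplet intensity per well.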
Dynein transport = dynein cargo transport inhibition | 3617.4 mouse cells, GR-EGFP nuclear translocation imaging; test concentration mostly 20 µM; stimulated with dexamethasone, 1 µM; hits give low values | z-score, hits read low | hit rate 0.47% among 220,000;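 active = plate z-score of nuclear minus cytoplasmic receptor signal below a set negative limit, without overly bright fluorescence or cell loss, cut at about -3.5 in these data, passing the limit was not always enough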;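 note: z-score of nuclear minus cytoplasmic ring GR-EGFP intensity difference per well; some compounds called inactive have numbers as strong as hits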
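Buffer or medium: Induction medium lacking tetracycline, stripped serum | Also added: Dexamethasone agonist, 1.0 µM final, for 30 min | Timing: 48 h induction, 1 h compound, 30 min dex at 37 °C | Detection: Formaldehyde fixation, Hoechst nuclear stain, 10x automated fluorescence imaging | Measure: Nuclear versus cytoplasmic GR-EGFP signal, averaged per well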
b-catenin transl = modulators of beta-catenin nuclear translocation | HeLa beta-catenin nuclear translocation, immunofluorescence imaging | nuclear translocation activity, % at 5 µM | AID 1665 | hit rate 0.3% among 190,000;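 active = nuclear translocation activity above 50% at 5 µM, with a well cell count of 50 or more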;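 note: per-cell ratio of nuclear to cytoplasmic median beta-catenin stain intensity; plate controls were DMSO negative control for no effect and GSK-3 inhibitor IX positive control for full effect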
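test system = HeLa cells, endogenous beta-catenin | dosing = single 5 µM dose plus 0.02–20 µM confirmation series | times = compound treatment 24 h, 37°C, 5% CO2 | technique = beta-catenin immunofluorescence imaging with DAPI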
NOD2 inhibition = NOD2 signaling inhibitors, cell-based, luminescence, uHTS, HEK293 (AID 1566) | HEK293 NOD2/NF-kB luciferase reporter, luminescence; higher % means a stronger effect | one-dose inhibition, % at 4 µM; EC50 in µM for titrated hits | hit rate 0.63% among 290,000; in the data active = inhibition above about 50%; note: many of its hits are not listed in these tables
WT yeast gro inh = growth inhibition of WT yeast, mitochondrial fusion screen; inhibition, % at 10 µM; hit rate 2.1% among 190,000; AID 1362; mitochondrial fusion phenotypic screen, WT strain; in the data active = inhibition above about 58%; tested in S. cerevisiae
MT stabilizer = stabilizes microtubules in HeLa cells | HeLa tubulin immunostaining HCS, 24 h; share of cells brighter than vehicle mean+2SD | % tubulin-high responders, % at 10 µM | hit rate 0.83% among 200,000 | AID 2205;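 active = plate Z-score above 3 for both tubulin-high and condensed-nucleus cell shares, with cell loss under 80%, at 10 µM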;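 note: anti alpha tubulin signal scored within the nucleus-defined area of each cell; some results filed as inactive read as strong as hits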
Insulin prom up = MIN6 insulin promoter up-regulation. hit rate 0.3% among 190,000. MIN6 insulin promoter-GFP reporter, high-content imaging; hits give high values. z-score at 5 µM. AID 1625;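 active = z-score above 3 at 5 µM with at least 500 cells counted in the well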
Autophagy mod = modulators of autophagy; MEF GFP-LC3 puncta imaging; test concentration mostly 10 µM; calls only at 10 µM (by protocol); hit rate 0.98% among 190,000; AID 463193;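 active = percentage of spot-positive cells more than 3 SD above its plate mean, without a fluorescence outlier flag or 80% toxicity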;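 note: spot-positive cell cutoff set from DMSO-treated cells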
WT yeast gro inh mutant strain = further read-out of WT yeast gro inh, marked with its call; inhibition, %; mitochondrial fusion phenotypic screen, mutant strain inhibition
Dynein transport cytoplasmic EGFP = also measured in Dynein transport; calls as there; z-score; measured here: cytoplasmic GR-EGFP intensity; hits give high values
Dynein transport nuclear GR-EGFP = also measured in Dynein transport; calls as there; z-score; measured here: nuclear GR-EGFP intensity;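 lower value marks the stronger effect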
Dynein transport cell count = also measured in Dynein transport; calls as there; z-score; measured here: cell count per field
Insulin prom up cell count = also measured in Insulin prom up; calls as there; cell count; measured here: cytotoxicity, nuclei count;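 total cells summed across four imaged fields per well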
Hep lipid drop cells 6.5 µM = also measured in Hep lipid drop; calls as there; cell count; measured here: cell count, cytotoxicity flag;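 cells counted across two imaged fields per well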
b-catenin transl cell count 5 µM = also measured in b-catenin transl; calls as there; cell count; measured here: cell count, cytotoxicity flag
MT stabilizer Hoechst-high % = second read-out of MT stabilizer, no call of its own (marks repeat the call); % Hoechst-high responders; measured here: nuclear condensation Hoechst responders;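 share of cells brighter than vehicle mean plus two SD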
MT stabilizer cytotoxicity % = further read-out of MT stabilizer, marked with its call; toxicity, %; measured here: cytotoxicity by cell density;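 0% = mean cell density of plate MIN control wells and 100% = no cells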
Autophagy mod cell loss 18 h = recorded beside Autophagy mod, whose call it bears; toxicity, %; measured here: cell loss, nuclei count;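 cell loss after 18 h compound exposure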
* hit, by the source's call; i = inactive; . = no result given. An excerpt; rates above refer to the full screens.

Molecule	Yfh1-off respiration	Hep lipid drop	Hep lipid drop cells 6.5 µM	Dynein transport	Dynein transport cytoplasmic EGFP	Dynein transport nuclear GR-EGFP	Dynein transport cell count	b-catenin transl	b-catenin transl cell count 5 µM	NOD2 inhibition	WT yeast gro inh	WT yeast gro inh mutant strain	MT stabilizer	MT stabilizer Hoechst-high %	MT stabilizer cytotoxicity %	Insulin prom up	Insulin prom up cell count	Autophagy mod	Autophagy mod cell loss 18 h
CCC(CC)C(=O)Nc1c(C)n(C)n(-c2ccccc2)c1=O	i	6	810	-0.41	-0.25	0.03	0.38	-3.9	1077	-2%	-11	0	4.0	2.9	8.0	0.01	939	i	6
O=C(CCCSc1nc2ccccc2s1)NCc1ccc2c(c1)OCO2	i	1	577	-0.094	-0.23	-0.26	0.12	0.0	1068	-32%	-2	-6	1.8	1.4	8.9	0.64	1483	i	13
COc1cc(/C=C/C(=O)c2c(O)ccc3c(C)cc(=O)oc23)ccc1O	i	8	766	-1.7	0.11	-0.61	-0.34	1.6	1339	-6%	21	21	2.9	1.3	7.9	-0.62	1182	i	27
COC(=O)Nc1ncc(CN2CCCCC2)s1	i	16	829	-0.89	-0.25	-0.44	0.63	.	.	6%	0	15	1.3	2.1	7.7	.	.	i	6
CCCCCCN=CC1=C(O)C(C(=O)OC)C(C)(C)CC1=O (stereo not drawn)	i	-2	799	-0.6	0.0059	0.00082	0.53	.	.	17%	6	2	1.5	1.1	8.7	-0.84	925	i	8
O=C(NCCC1=CCCCC1)C(=O)NCc1ccccc1Cl	i	.	.	1.2	-0.062	0.94	0.21	3.8	1338	2%	26	18	2.9	2.1	9.9	-0.02	1507	i	-18
COc1ccc(C2CC(=O)c3cnc(NC(=O)c4ccccc4)nc3C2)c(OC)c1 (stereo not drawn)	i	.	.	-0.59	-0.068	-0.21	0.35	-5.3	973	19%	-3	20	42	4.9	64	0.36	1214	i	38
N#Cc1c(-c2ccccc2)nc(-c2ccccc2)[nH]c1=O	i	.	.	0.66	-0.24	1.1	0.014	-2.7	1347	20%	0	0	4.0	1.3	2.4	-0.34	1169	i	24
O=c1ccnc(Sc2ncccc2[N+](=O)[O-])[nH]1	i	-13	659	0.47	-0.27	0.16	-0.32	0.1	1226	-4%	-5	-3	2.7	2.1	6.8	.	.	i	5
CC(CN1C(C)CCCC1C)OC(=O)c1ccc(Cl)cc1 (stereo not drawn)	i	11	678	-0.64	-0.22	-0.18	0.13	-1.6	1049	14%	-15	4	4.0	3.1	6.7	-1.1	929	i	4

4 compounds out of the list, ordered by SMILES length, ascending.
Molecule	Yfh1-off respiration	Hep lipid drop	Hep lipid drop cells 6.5 µM	Dynein transport	Dynein transport cytoplasmic EGFP	Dynein transport nuclear GR-EGFP	Dynein transport cell count	b-catenin transl	b-catenin transl cell count 5 µM	NOD2 inhibition	WT yeast gro inh	WT yeast gro inh mutant strain	MT stabilizer	MT stabilizer Hoechst-high %	MT stabilizer cytotoxicity %	Insulin prom up	Insulin prom up cell count	Autophagy mod	Autophagy mod cell loss 18 h
COC(=O)Nc1ncc(CN2CCCCC2)s1	i	16	829	-0.89	-0.25	-0.44	0.63	.	.	6%	0	15	1.3	2.1	7.7	.	.	i	6
O=c1ccnc(Sc2ncccc2[N+](=O)[O-])[nH]1	i	-13	659	0.47	-0.27	0.16	-0.32	0.1	1226	-4%	-5	-3	2.7	2.1	6.8	.	.	i	5
N#Cc1c(-c2ccccc2)nc(-c2ccccc2)[nH]c1=O	i	.	.	0.66	-0.24	1.1	0.014	-2.7	1347	20%	0	0	4.0	1.3	2.4	-0.34	1169	i	24
COc1ccc(C2CC(=O)c3cnc(NC(=O)c4ccccc4)nc3C2)c(OC)c1 (stereo not drawn)	i	.	.	-0.59	-0.068	-0.21	0.35	-5.3	973	19%	-3	20	42	4.9	64	0.36	1214	i	38

Continued.
Molecule	Yfh1-off respiration	Hep lipid drop	Hep lipid drop cells 6.5 µM	Dynein transport	Dynein transport cytoplasmic EGFP	Dynein transport nuclear GR-EGFP	Dynein transport cell count	b-catenin transl	b-catenin transl cell count 5 µM	NOD2 inhibition	WT yeast gro inh	WT yeast gro inh mutant strain	MT stabilizer	MT stabilizer Hoechst-high %	MT stabilizer cytotoxicity %	Insulin prom up	Insulin prom up cell count	Autophagy mod	Autophagy mod cell loss 18 h
COC(=O)c1ccc(C(=O)NN)cc1	i	6	748	0.13	-0.19	0.13	-0.6	0.3	1307	27%	.	.	.	.	.	0.55	1076	.	.
O=C(CN1CCOCC1)N1CCCc2c1c(=O)oc1ccc(OCc3ccccc3)cc21	i	-29	605	-1.2	-0.24	-0.76	0.75	0.3	978	10%	1	10	2.1	2.1	2.7	-0.01	1888	i	-6
Cc1cc(C(=O)OCC(=O)Nc2cc(S(=O)(=O)N(C)C)ccc2Cl)c2ccccc2n1	i	-2	699	-0.38	-0.3	0.31	1.1	-2.4	1078	10%	-8	10	4.8	4.3	2.5	-0.77	1347	i	11
Cc1ccc(S(=O)(=O)N(C)/N=C/C=C/c2ccccc2)cc1	i	-22	589	-0.75	-0.18	-0.33	-0.46	-2.2	1120	0%	-1	3	7.2	2.6	8.2	0.49	1470	i	1
CN(C)C(=O)Cn1c(=O)n(C)c2ccccc21	i	.	.	-0.73	-0.32	-0.16	-0.027	-9.4	998	9%	3	4	3.1	4.0	8.3	-0.91	909	i	-7
Cc1cc(C(=O)COC(=O)c2ccc(Br)o2)c(C)n1Cc1ccco1	i	0	696	1.6	-0.3	0.98	-1	-0.6	1110	8%	40	9	4.7	3.0	4.9	0.17	1245	i	22
COc1ccc(C(=O)Nc2cccnc2Sc2ccc(Cl)cc2)cc1	i	-11	680	0.23	-0.19	0.13	0.29	-0.9	1341	-2%	.	.	.	.	.	0.09	1138	.	.
COc1cccc(-c2nnc(SCCOc3ccc4c(C)cc(=O)oc4c3)o2)c1	i	9	771	-0.13	-0.2	0.31	1.8	5.5	1221	13%	-1	-4	3.0	1.4	7.9	-0.89	1013	i	-16
O=C(NCCn1cccn1)c1ccc(OC2CCN(C(=O)C3CC3)CC2)cc1	i	19	732	2.1	0.22	1.7	-2.4	0.7	953	-27%	-4	-9	2.3	2.1	5.2	.	.	i	21
C/C(=N/OC(=O)c1ccc(C)cc1)C(=O)c1ccc(Br)cc1	i	-8	695	0.05	-0.27	0.6	0.075	-0.6	1326	-10%	.	.	.	.	.	0.63	1003	.	.

(next part)
Molecule	Yfh1-off respiration	Hep lipid drop	Hep lipid drop cells 6.5 µM	Dynein transport	Dynein transport cytoplasmic EGFP	Dynein transport nuclear GR-EGFP	Dynein transport cell count	b-catenin transl	b-catenin transl cell count 5 µM	NOD2 inhibition	WT yeast gro inh	WT yeast gro inh mutant strain	MT stabilizer	MT stabilizer Hoechst-high %	MT stabilizer cytotoxicity %	Insulin prom up	Insulin prom up cell count	Autophagy mod	Autophagy mod cell loss 18 h
Cc1nc(SCc2ccc(OCCC(C)C)cc2)n[nH]1	i	-22	706	-0.17	-0.34	0.44	-0.13	-1.6	1055	-94%	73	79	3.5	2.9	6.4	-0.67	1359	i	23
CCSc1nc(C2CC2)cc(-c2cccs2)c1C#N	i	-2	753	0.36	-0.16	0.57	-0.11	4.9	1279	18%	20	19	2.2	0.8	9.0	.	.	i	-8
COc1cccc(-n2nnc3c(=O)n(Cc4cccc(F)c4)cnc32)c1	i	.	.	-0.69	-0.22	0.068	0.41	-1.8	792	-13%	-12	-4	2.1	2.1	26	1.6	1124	i	-6
Cn1c(/C=C/N2CCOCC2)c(C(=O)c2ccc(Br)cc2)c(=O)n(C)c1=O	i	0	666	0.9	-0.28	0.29	-0.98	-5.6	1213	13%	77*	15*	1.6	1.8	4.8	-0.25	1337	i	-4
